Assay outcomes as filed in PubChem.
RXFP1 agonist – activates the human relaxin receptor RXFP1; Q9HBX9; HEK293T-RXFP1 cAMP TR-FRET, 30 min; response scale: percent of porcine relaxin response, buffer zero; Potency, µM (top dose mostly 57.5 µM), without a hit: at the top dose activation, usual class: activators; hit rate 0.3% among 370,000; AID 2676; also: potency is read from the fitted curve at half-maximal effect; % is scaled to controls: 0 for no effect and ±100 for the full control effect; nearly all actives have a fitted effect of over 60% in size; many of its hits are not listed in these tables
Target sequence (Q9HBX9 whole entry, looked up): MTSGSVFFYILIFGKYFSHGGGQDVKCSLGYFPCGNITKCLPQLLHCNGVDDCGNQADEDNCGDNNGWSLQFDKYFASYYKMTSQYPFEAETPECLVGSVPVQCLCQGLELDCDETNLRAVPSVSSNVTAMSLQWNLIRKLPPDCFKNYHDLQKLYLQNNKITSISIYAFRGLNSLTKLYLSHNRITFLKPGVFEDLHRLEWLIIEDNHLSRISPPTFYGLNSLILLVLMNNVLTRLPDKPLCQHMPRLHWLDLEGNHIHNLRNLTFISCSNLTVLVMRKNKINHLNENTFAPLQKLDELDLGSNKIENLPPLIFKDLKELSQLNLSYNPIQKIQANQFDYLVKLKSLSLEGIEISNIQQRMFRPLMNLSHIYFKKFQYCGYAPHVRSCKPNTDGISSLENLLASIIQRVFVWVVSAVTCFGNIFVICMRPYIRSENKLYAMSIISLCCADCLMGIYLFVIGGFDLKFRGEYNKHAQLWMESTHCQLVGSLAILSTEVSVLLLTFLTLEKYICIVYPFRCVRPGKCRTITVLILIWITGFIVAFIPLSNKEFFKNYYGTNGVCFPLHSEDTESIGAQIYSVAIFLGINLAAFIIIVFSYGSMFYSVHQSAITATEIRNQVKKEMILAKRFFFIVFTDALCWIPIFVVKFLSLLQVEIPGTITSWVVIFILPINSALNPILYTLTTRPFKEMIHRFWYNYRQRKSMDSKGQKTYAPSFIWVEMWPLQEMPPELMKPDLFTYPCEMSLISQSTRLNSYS
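HEK293T cells stably expressing RXFP1 were pretreated with the PDE4 inhibitor Ro 20174, exposed to compounds for 30 min at 37C, lysed, and cAMP was read by TR-FRET. Data normalized to buffer (basal) and 29 nM porcine relaxin (100%).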
D1 agonist – activates the human D1 dopamine receptor | P21728 | HEK293 T-REx D1 cells, calcium flux, agonist mode | activation, % at 2 µM | hit rate 1% among 360,000; in the data active = activation above about 30%; also: 0% is about no effect
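Tetracycline-induced HEK293 TREx D1 cells, force-coupled to calcium signalling, were dye-loaded with a no-wash calcium kit. Compound was pin-added after a 10 s baseline. Fluorescence was read kinetically at 1 cycle/s for 180 s, with calcium rises flagged as agonism.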
TRHR ag – agonists of human TRH receptor; P34981; TRHR cells, calcium flux fluo-8, FDSS agonist mode; AID 493084; hit rate 0.18% among 360,000; activation, % at 2 µM; in the data active = activation above about 30%; also: 0% is about no effect
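Fluo-8-loaded TRHR cells; 10 s baseline, compound added, kinetic Ca2+ fluorescence read 1/s, agonist mode.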
D1 antag – blocks dopamine activation of the human D1 receptor. hit rate 3.2% among 360,000. AID 504652. activity change, negative = inhibition, % at 10 µM. HEK293 TREx D1 cells, calcium flux, dopamine EC80; active compounds read low. P21728; in the data active = activity change below about -30%; also: % is scaled to controls: 0 for no effect and ±100 for the full control effect
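Compound effects on dopamine-evoked calcium signalling were measured in tetracycline-induced HEK293 Trex D1 cells. Dopamine at EC80 followed a 180 s compound pre-read, and fluorescence was tracked kinetically for 180 s more.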
D1 potentiator – enhances dopamine response at the human D1 receptor | hit rate 0.036% among 360,000 | P21728 | HEK293 TREx D1 cells, calcium flux, dopamine EC20 potentiation | potentiation, % at 10 µM; in the data active = potentiation above about 30%; also: 0% is about no effect
TRHR enhancer – TRH receptor (human) allosteric enhancement; AID 493056; TRHR cells, fluo-8 calcium fluorescence, EC20 TRH enhancement; hit rate 0.66% among 360,000; enhancement, % at 2 µM; in the data active = enhancement above about 30%; also: 0% is about no effect
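TRHR-expressing cells loaded with fluo-8 calcium dye were read kinetically (ex 480/em 530) during compound addition, then stimulated with an EC20 of TRH (10 nM final). Enhancement of the Gq-mediated intracellular calcium response was scored.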
D2 potentiator – positive allosteric modulators of human D2 dopamine receptor | P14416 | potentiation, % at 10 µM | HEK293 T-REx D2, calcium flux, EC20 dopamine potentiation | hit rate 0.34% among 340,000 | AID 485347;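 active = potentiation over 3 SD above the plate norm, cut at about 30% in these data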; also: 0% is about no effect
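Potentiation of an EC20 dopamine calcium response measured kinetically over 180 s, after a preceding 180 s compound-only read flagging agonists. Cells: inducible Hek293 Trex D2 line, 4000/well, cultured overnight at 30 C before dye loading.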
RXFP1 antagonist – RXFP1 (human) relaxin receptor antagonism; activity change, negative = inhibition, % at 57.5 µM; AID 1259400; Q9HBX9; HEK293-RXFP1, relaxin-stimulated cAMP HTRF, 30 min; active compounds read low; hit rate 0.59% among 350,000;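 active = activity change of -60% or lower, but not beyond a set lower limit; inconclusive = change between -60% and -40%, or beyond the set limit; inactive = change above -40%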; also: % is scaled to controls: 0 for no effect and ±100 for the full control effect
Apoferritin bind – binds horse apoferritin like a general anesthetic; P02791; apoferritin/1-aminoanthracene competitive binding, fluorescence; Potency, µM (series often up to 77.5 µM), without a hit: top-dose activity change, negative = displacement, actives largely listed as inhibitors; hit rate 0.074% among 350,000; AID 485281; also: potency is read from the fitted curve at half-maximal effect; % is scaled to controls: 0 for no effect and ±100 for the full control effect; nearly all actives have a fitted effect of over 20% in size
Target sequence (P02791 2-175 limits assumed): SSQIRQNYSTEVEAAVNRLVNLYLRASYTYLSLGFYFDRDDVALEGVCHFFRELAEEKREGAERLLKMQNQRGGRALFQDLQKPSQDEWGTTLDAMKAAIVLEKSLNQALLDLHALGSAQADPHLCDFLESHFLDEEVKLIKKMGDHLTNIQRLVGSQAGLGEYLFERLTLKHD
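Horse-spleen apoferritin (10 uM) in 50% saturated 1-aminoanthracene in PBS was incubated 10 min at room temperature with compound. Fluorescence (ex 380, em 535 nm) was normalized to free and bound 1-AMA, with concentration-response fitted by a four-parameter Hill equation.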
Starred values were filed as active, the others as inactive; ? = inconclusive; · = no result given; [ ] = dose if it differs, or a comment. Unless noted, calls follow the shape of the dose curve; as a rule, active = well fitted curve in the direction sought with a large enough effect; inconclusive = small, poorly fitted or top-dose-only effect, or another doubt; inactive = no such curve, though single readings can be large; an effect the other way counts as inactive or inconclusive. An excerpt; count on the stated rates, not on these rows.

SMILES	RXFP1 agonist	D1 agonist	TRHR ag	D1 antag	D1 potentiator	TRHR enhancer	D2 potentiator	RXFP1 antagonist	Apoferritin bind
COc1cc(C(=O)N/C(=C\c2cn(C)c3ccccc23)C(=O)NCCCO)cc(OC)c1OC	0.3%	-1	0.7	7	-3	4	-11	-2	-11%
O=C(c1ccco1)N1CCN(C(=O)C2CCN(S(=O)(=O)Cc3ccccc3)CC2)CC1	0.9%	3	-0.2	2	-5	2	-2	-4	-9%
COc1cccc(NC(C)C(=O)Nc2cc([N+](=O)[O-])ccc2Cl)c1 (stereo unspecified)	1.8%	1	-0.2	-8	-1	-1	·	-1	?
Cc1cc2oc(=O)sc2cc1NS(=O)(=O)c1cccc2cccnc12	0.7%	3	-0.5	4	-6	-3	2	-21	7%
COc1cc2ccccc2cc1C(=O)Nc1ccc(CN2CCOCC2)cc1	-3.6%	3	0.5	3	1	-1	-3	-7	-9%
FC(F)Sc1ccc(NC(=S)NC2CCC(NC(=S)Nc3ccc(SC(F)F)cc3)CC2)cc1 (stereo unspecified)	-1.3%	3	0.7	3	10	3	4	8	-12%
CC(=O)N/C(=C\c1ccccc1)C(=O)OCc1ccc(F)cc1	0.7%	9	0.9	-26	-20	16	16	-2	-6%
O=C(O)C(Cc1ccccc1)N1C(=O)/C(=C/c2cccnc2)SC1=S (stereo unspecified)	-3.3%	2	0.3	-2	1	-5	2	-19	-5%
COc1ccc(S(=O)(=O)NC2CCCCC2)cc1C	1.3%	0	-1.4	12	-6	4	1	16	-10%
COc1cccc2sc(N3CCN(C(=O)c4cccs4)CC3)nc12	-0.9%	1	-0.3	11	-7	5	-4	-1	·
Cc1ccc(C2CC(c3ccco3)=NN2S(C)(=O)=O)cc1 (stereo unspecified)	1.8%	1	-0.6	-35*	-3	0	6	13	-14%
COc1ccc(OC)c(Nc2nc(-c3c(C)nc4ncccn34)cs2)c1	2.5%	0	0.0	-13	-7	5	5	1	0%
COC(=O)c1cccc(Nc2c(-c3ccc(O)c(OC)c3)nc3nc[nH]n23)c1	-0.3%	1	0.3	-10	-2	2	1	-12	-21%
COc1ccccc1N1CCN(C(=O)CSc2nnc3n2C(C)(C)Cc2ccccc2-3)CC1	1.6%	4	-2.6	-14	0	-16	-1	-18	-14%
C=CCNC(=O)NC(=O)COC(=O)c1nc2nccc(C)n2n1	16µM*	4	0.6	-3	14	0	-5	4	-2%
COCCn1nnnc1CN1C2CCCC1CC(NC(C)=O)C2 (stereo unspecified)	0.1%	1	0.1	-5	-1	11	-10	-2	-5%
O=C(CSc1nncs1)Nc1cc(S(=O)(=O)N2CCOCC2)ccc1N1CCCC1	18%	3	-0.1	6	-2	7	3	0	·
CC(=O)NCCc1cc2ccc(C)c(C)c2[nH]c1=O	0.4%	2	0.0	-4	0	-2	-2	·	27%
COc1ccc(-c2nc3ccc(C(=O)NCc4ccccc4)cc3nc2-c2ccc(OC)cc2)cc1	0.1%	0	0.5	-6	1	7	-7	7	57%[activator]
COc1ccc(NC(=O)CSc2nc(C3CC3)nc3ccccc23)cc1	4.1%	3	0.3	-13	-6	-1	12	-4	-8%
CCCOc1ccc(N2C(=O)CC(N(C(=O)c3ccco3)c3ccc(OCCC)cc3)C2=O)cc1 (stereo unspecified)	0.2%	0	0.0	-7	-5	4	0	9	-5%
O=C(CN1C(=O)NC2(CCCc3ccccc32)C1=O)NCC(F)(F)F (stereo unspecified)	-1.3%	2	-1.3	-27	-8	5	21	-4	3%
O=C(O)c1ccc(O)c2ncccc12	-0.7%	-1	0.2	6	-4	-9	·	·	·
COc1cc(C(=O)NNc2nc3cc4c(cc3s2)OCO4)cc(OC)c1OC	0.0%	0	0.0	-2	2	-1	-3	2	-14%
O=C(NC1CCS(=O)(=O)C1)N1CCCCC1 (stereo unspecified)	1.4%	1	0.3	1	-3	-5	-1	-8	-1%
COc1ccc(-c2csc(NC(=O)CN3C(=O)CCC3=O)n2)cc1OC	0.9%	2	0.7	20	-11	1	2	-5	-3%
CCc1ccc(-c2csc3ncn(CC)c(=O)c23)cc1	2.5%	2	-0.7	-9	-1	-2	6	14	-16%
Cc1sc2ncnc(Sc3nnnn3-c3ccccc3)c2c1C	3.2%	1	-0.8	-20	2	-1	1	20	?
O=C(Nc1ccc(F)c(Cl)c1)c1cc(S(=O)(=O)N2CCc3ccccc3C2)ccc1F	0.3%	3	1.4	-8	3	0	-8	0	37%[activator]
CCN(CC)C(=O)c1cn(CCC#N)nc1-c1ccc(F)cc1	1.6%	4	-0.1	21	-4	-1	0	-8	-9%
CC(=O)/C=C(\C)Nc1ccccc1O	0.0%	3	0.3	3	4	4	-8	-7	-3%
CC(C)=NOC(=O)c1ccc(-c2ccccc2)cc1	3.2%	2	-0.5	-11	-2	4	-6	-7	6%
CC(=O)N1c2ccc(S(=O)(=O)NCC3CCC(C(=O)Nc4ccc(F)cc4)CC3)cc2CC1C (stereo unspecified)	-0.9%	0	-0.2	-11	-5	4	1	-12	-6%
Cn1c(NC(=O)c2ccc(S(=O)(=O)N3CCOCC3)cc2)cc(=O)n(C)c1=O	0.9%	0	0.2	8	-1	8	8	1	-2%
CCC1CN(C(=O)N2CCC(C(=O)NCCN(CC)CC)CC2)c2cc(C)ccc2O1 (stereo unspecified)	0.7%	-1	-0.1	5	-2	-10	-6	15	1%
COc1ccccc1C(=O)C1CCCN(C(=O)c2cn3cc(Cl)ccc3n2)C1 (stereo unspecified)	-1.9%	0	-0.3	-1	-1	8	-5	-2	-5%
O=C(Nc1ccccc1C(=O)N1CCCCC1)c1ccc(Cl)cc1Cl	-0.6%	2	0.1	13	-6	11	14	-6	-7%
CCOc1ccc(CN(C)C(C)C(=O)NCCc2ccc(F)cc2)cc1 (stereo unspecified)	-3.1%	2	-1.3	7	-3	-5	-3	-1	-1%
c1ccc(-c2ccc(-c3ccccn3)s2)nc1	6.2%	3	0.2	-12	-1	4	11	-11	3%
Cc1ccc(C)c(N2CCN(CCN3CCCCC3)CC2)c1	0.5%	3	1.1	7	-7	-1	3	0	-7%

Compound profiles, as listed above. Values in the order: RXFP1 agonist	D1 agonist	TRHR ag	D1 antag	D1 potentiator	TRHR enhancer	D2 potentiator	RXFP1 antagonist	Apoferritin bind
CC(=O)/C=C(\C)Nc1ccccc1O reads 0.0%	3	0.3	3	4	4	-8	-7	-3%
CCOc1ccc(CN(C)C(C)C(=O)NCCc2ccc(F)cc2)cc1 (stereo unspecified) reads -3.1%	2	-1.3	7	-3	-5	-3	-1	-1%
c1ccc(-c2ccc(-c3ccccn3)s2)nc1 reads 6.2%	3	0.2	-12	-1	4	11	-11	3%
Cc1ccc(C)c(N2CCN(CCN3CCCCC3)CC2)c1 reads 0.5%	3	1.1	7	-7	-1	3	0	-7%
CC(=O)N1c2ccc(S(=O)(=O)NCC3CCC(C(=O)Nc4ccc(F)cc4)CC3)cc2CC1C (stereo unspecified) reads -0.9%	0	-0.2	-11	-5	4	1	-12	-6%

Other results
SMILES	RXFP1 agonist	D1 agonist	TRHR ag	D1 antag	D1 potentiator	TRHR enhancer	D2 potentiator	RXFP1 antagonist	Apoferritin bind
CC(=O)Oc1ccc(C23CC4CC(CC(C4)C2)C3)cc1C(=O)O	-2.0%	3	-1.6	-2	0	0	-3	·	-5%
Cc1c(OCC(=O)N2CCC(C(=O)NCCCC(=O)O)CC2)ccc2c1oc(=O)c1ccccc12	5.4%	4	0.1	10	-4	0	-3	-11	-6%
CCCOc1ccccc1C(=O)N(Cc1ccc(C)o1)C1CCS(=O)(=O)C1 (stereo unspecified)	-5.9%	1	-0.2	4	0	-1	2	-2	-6%
Cc1nc2ccc(C(=O)N3CCN(c4ccccn4)CC3)cc2s1	2.6%	2	-0.7	4	-8	-13	18	0	-2%
COC(=O)c1ccc(C2c3c(oc4cc(C)c(C)cc4c3=O)C(=O)N2c2ccccn2)cc1 (stereo unspecified)	0.0%	1	0.1	1	-2	8	-3	-15	-12%
C=CC[n+]1c(-c2ccc(Cl)cc2Cl)csc1Nc1c(C)n(C)n(-c2ccccc2)c1=O	0.2%	4	-1.1	-18	-1	-17	-16	-68*	-17%
O=C(COC(=O)c1c[nH]c2ccccc12)NC1CCCC1	-0.2%	4	0.2	-5	-3	-1	3	3	·
O=C(c1cccnc1)C1Cc2ccccc2C1=O (stereo unspecified)	3.2%	6	-1.6	-14	-2	-6	3	-7	-3%
O=C(c1ccccc1)N1CCN(C(=O)c2cccnc2)CC1	0.6%	2	0.7	-2	-9	8	-6	14	-5%
COc1ccc(NC(=O)CN2C(=O)NC3(CCCC3)C2=O)cc1	-1.9%	2	1.3	2	-9	-3	-13	-26	-7%
Cn1c(/C(C#N)=C(\O)CN2CCN(Cc3ccccc3)CC2)nc2ccccc21	0.5%	0	-0.5	-3	4	-1	-12	-10	-12%
COc1ccc(N2CCSC2C(=O)NN)cc1 (stereo unspecified)	1.5%	-3	0.4	5	-2	-2	-13	-6	5%
Cc1ccc(S(=O)(=O)N(C)CC(=O)N2CCCCCCC2)cc1	0.3%	0	-0.5	-10	-6	6	18	7	·
COc1cccc(-c2cn3c(n2)sc2cc(C(=O)NCCc4ccc(OC)c(OC)c4)ccc23)c1	16%	4	-0.7	-9	-3	6	8	16	-15%
O=C(c1cc(-c2ccc(Cl)cc2)on1)N(Cc1cccc(F)c1)Cc1ccco1	0.0%	33*	2.7	-4	0	-3	-17	·	-5%
CCOC(=O)C1=C(c2ccccc2)NC(SCC(=O)NC2CCCCC2)=C(C#N)C1c1ccco1 (stereo unspecified)	26%	1	0.5	-17	-6	-12	·	3	-17%
O=C(COc1ccccc1)NCCc1csc(-c2ccc(F)cc2)n1	-1.4%	0	-0.5	-16	-2	-4	-1	-11	-4%
COc1cccc(C(=O)Nc2ccc3c(c2)C(=O)NC3=O)c1	-1.3%	0	-1.1	-1	5	0	5	·	-23%
Cc1ccc(NC(=O)N2CCCC(C(=O)O)C2)cc1 (stereo unspecified)	-1.8%	3	0.0	-2	-2	-6	1	-2	2%
S=C1NC(C23CC4CC(CC(C4)C2)C3)=CC(c2ccc3c(c2)OCO3)N1 (stereo unspecified)	1.7%	7	0.0	17	-1	2	-6	-14	-2%
OCCCCc1nccc2c1[nH]c1ccccc12	11%	0	-0.7	-12	1	7	8	-1	95%[activator]
